# LYP phosphatase: LYP phosphatase inhibitors, primary screen, biochemical, DiFMUP fluorescence, recombinant catalytic domain, 10 µM (AID 606); recombinant LYP catalytic domain, DiFMUP fluorescence; higher % means a stronger effect; inhibition, % at 10 µM; hits with a dose series show IC50 in µM; 52,000 tested, under 10 active;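 active means IC50 under 40 µM in the dose-response test; inactive means IC50 of 40 µM or more, or never dose-tested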
# HPDE-C7K KRASV12: viability loss of HPDE-C7K cells – cell-based, fluorescence, HTS, primary screen (AID 431); HPDE-C7K KRASV12 cells, Alamar Blue viability, 48 h; higher % means a stronger effect; cytotoxicity, % at 10 µM; hits with a dose series show EC50 in µM; actives 1.7% (n = 63,000);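 active means compounds whose percent cytotoxicity in the single-dose primary screen, scaled between solvent and toxic-drug controls, exceeds 50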;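 further: 0% = DMSO solvent wells and 100% = doxorubicin-treated wells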
# PMK inhibit: S. pneumoniae PMK inhibition. purified PMK, PK/LDH-coupled NADH absorbance 340 nm. inhibition, % at 10 µM. actives 0.49% (n = 65,000);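 active means top-ranked compounds by inhibition in the single 10 µM screen, taking a fixed number of the strongest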;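 further: 0% = full reaction with DMSO carrier and 100% = background rate without enzyme reaction; no value below 0 was filed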
# Bfl-1 inhibitors: Bfl-1 inhibitors, primary screen, biochemical, fluorescence polarization, FITC-Bid, mouse (AID 432) | one-dose displacement, % at 20 µM; IC50 in µM for titrated hits | FITC-Bid BH3 peptide fluorescence polarization displacement; higher % means a stronger effect | actives 0.02% (n = 64,000); in the data active means a potency from the dose series; inactive means the rest, 99 in 100 with displacement below about 15%; further: strong numbers were not always called active
# Spn MK inh: S. pneumoniae mevalonate kinase inhibition; actives 0.48% (n = 65,000); purified MK, PK/LDH-coupled NADH absorbance 340 nm; inhibition, % at 10 µM; AID 555;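 active means ranked among the strongest by inhibition in the single 10 µM screen, a fixed top-ranked set picked for dose follow-up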; further: no value below 0 was filed
# TNAP inhibition: inhibition of tissue-nonspecific alkaline phosphatase – biochemical, luminescent (AID 518); purified TNAP enzyme, luminescent substrate readout; higher % means a stronger effect; inhibition, % at 20 µM, or IC50 in µM where a hit was titrated; actives 0.09% (n = 64,000); in the data active means a potency from the dose series; inactive means the rest, 99 in 100 with inhibition below about 22%;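 further: plate controls were vehicle for no effect and reference inhibitor for full effect; many of its hits are not listed in these tables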
# HT1080 viability: HT1080 cell viability loss – fluorescence readout (AID 620). HT1080 viability, fluorescence; higher % means a stronger effect. cytotoxicity, % at 10 µM; hits with a dose series show EC50 in µM. actives 0.42% (n = 87,000);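 further: cells exposed to compound overnight then 4 h with Alamar Blue; 0% = vehicle DMSO and 100% = killing control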
# Spn DPM-DC inh: blocks S. pneumoniae diphosphomevalonate decarboxylase | actives 0.49% (n = 65,000) | purified DPM-DC, PK/LDH coupled NADH fluorescence | calls only at 10 µM;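 active means the 320 compounds with the highest percent inhibition in the single-dose primary screen, excluding strongly autofluorescent ones, cut at about 32% in these data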;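 further: kinetic rate of NADH fluorescence loss reporting ADP formed by the decarboxylase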
# HPDE-C7 viability: cytotoxicity in HPDE-C7 cells, cell-based, fluorescence, HTS (AID 430) | HPDE-C7 pancreatic duct cells viability, fluorescence; higher % means a stronger effect | actives 1.8% (n = 63,000) | cytotoxicity, % at 10 µM, or EC50 in µM where a hit was titrated;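 further: cells exposed to compound for 48 hours before viability readout; 0% = vehicle and 100% = reference cytotoxic drug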
# PMK inhibit pilot replicates: second read-out of PMK inhibit, no call of its own (marks repeat the call); inhibition, %; measured here: pilot screen replicates
# Spn MK inh pilot replicates: second read-out of Spn MK inh, no call of its own (marks repeat the call); inhibition, %; measured here: pilot screen replicates
# Spn DPM-DC inh pilot screen %: also measured in Spn DPM-DC inh; calls as there; inhibition, %; measured here: pilot screen trials
# Active calls of the source: *; i = inactive; . = not tested or not shown; + = active, no number. Unless noted, no stated cut-off is given here; in the data, active means cytotoxicity above about 50%; inactive means the rest.
# Start of the data: the first three entries, to show the layout:
SMILES,LYP phosphatase,HPDE-C7K KRASV12,PMK inhibit,Bfl-1 inhibitors,Spn MK inh,TNAP inhibition,HT1080 viability,Spn DPM-DC inh,HPDE-C7 viability,others
CCCCN(CC)C(=O)c1cccc(Cl)c1,9%,-4%,0,5%,6,6%,0%,i,-1%,
CCc1ccc(NC(=O)CCNS(=O)(=O)c2cccc3nonc23)cc1,-1%,4%,0,3%,5,12%,-21%,i,-4%,
Cc1ccc(C)c(NC(=O)CCn2nc(C)cc2C)c1,13%,-10%,15,0%,0,4%,0%,i,-18%,

# Main list, repeating the preview:
SMILES,LYP phosphatase,HPDE-C7K KRASV12,PMK inhibit,Bfl-1 inhibitors,Spn MK inh,TNAP inhibition,HT1080 viability,Spn DPM-DC inh,HPDE-C7 viability,others
CCCCN(CC)C(=O)c1cccc(Cl)c1,9%,-4%,0,5%,6,6%,0%,i,-1%,
CCc1ccc(NC(=O)CCNS(=O)(=O)c2cccc3nonc23)cc1,-1%,4%,0,3%,5,12%,-21%,i,-4%,
Cc1ccc(C)c(NC(=O)CCn2nc(C)cc2C)c1,13%,-10%,15,0%,0,4%,0%,i,-18%,
O=c1c2[nH]c3ccc(F)cc3c2ncn1CCCN1CCOCC1,.,.,10,-10%,15,12%,3%,i,.,
CCOC(=O)N1CCC(NC(=O)c2cc3c(C)nc4ccccc4c3o2)CC1,11%,-4%,9,1%,4,7%,0%,i,-4%,
COc1cc(C(=O)N(CCCO)Cc2cc3ccc(C)c(C)c3[nH]c2=O)cc(OC)c1OC,.,3%,16,-3%,13,10%,1%,i,7%,
CCOc1ccccc1NC(=O)C1Cc2ccccc2CN1S(C)(=O)=O (stereo unspecified),3%,-8%,5,4%,7,8%,-2%,i,-8%,
CCOC(=O)Cn1c(=O)c2c(nc3n2CCCCN3c2ccc(OCC)cc2)n(C)c1=O,14%,-17%,10,-2%,13,0%,.,i,-14%,
Cc1cccc(N2CCN(S(=O)(=O)c3cnc[nH]3)CC2)c1C,10%,-7%,5,1%,10,2%,5%,i,-5%,
O=C(c1cn(-c2ccccc2)nc1-c1cccnc1)N1CCCCC1,3%,3%,0,1%,8,2%,-4%,i,-3%,
CCn1c(SCc2nc(-c3ccccc3)no2)nc2ccccc21,9%,8%,9,8%,2,12%,15%,i,18%,
Cc1ccc(S(=O)(=O)N2C3C=CC(C3)C2C(=O)O)cc1 (stereo unspecified),-2%,-6%,3,4%,0,3%,2%,i,1%,
COC(=O)C1=C(C)N=C2SC(C)C(=O)N2C1/C=C/c1ccccc1OC (stereo unspecified),3%,2%,5,-3%,4,4%,.,i,2%,
O=C(Cn1cc2c(n1)CCCCC2)N1CCc2ccccc21,10%,11%,7,-3%,4,17%,4%,i,7%,PMK inhibit pilot replicates=0.5;Spn MK inh pilot replicates=2.0;Spn DPM-DC inh pilot screen %=1.5
CCCn1c(SCCc2ccccc2)nc2c1c(=O)[nH]c(=O)n2C,10%,0%,0,-3%,5,7%,7%,i,-2%,
CCCNC(=O)c1noc2c1CCc1ccccc1-2,9%,-5%,10,-6%,9,6%,-4%,i,0%,
Cc1ccc(OCCN2C(=O)OC(C)(C)C2(C)O)cc1 (stereo unspecified),0%,1%,13,-1%,4,8%,-2%,i,3%,
CCCOC(=O)CCCCC1SCC(NC(=O)OC)C1NC(=O)OC (stereo unspecified),3%,5%,5,2%,0,2%,3%,i,-1%,
CCOc1ccccc1CNC(=O)C1CCCN(c2nc3ccccc3o2)C1 (stereo unspecified),.,-12%,23,-4%,3,2%,-2%,i,-8%,
CCn1c(=O)c(C(=O)NCCNCCO)c(O)c2ccccc21,6%,14%,8,-6%,10,9%,-12%,i,6%,
Cc1nc2ccccc2cc1O,10%,-10%,16,0%,0,15%,20%,.,-4%,PMK inhibit pilot replicates=6.0;Spn MK inh pilot replicates=0.0
CC(=O)OCC(=O)[C@H]1CC[C@H]2[C@@H]3CC=C4C[C@@H](O)CC[C@]4(C)[C@H]3CC[C@]12C,14%,22%,6,0%,9,16%,2%,i,25%,PMK inhibit pilot replicates=1.5;Spn MK inh pilot replicates=0.0;Spn DPM-DC inh pilot screen %=0.0
CCOC(=O)c1ccc(NC(=O)CN2C(=O)CSC2=O)cc1,.,4%,15,-4%,7,-4%,-7%,i,-6%,
COc1ccc(N2CCN(C(=O)COc3ccc4ccccc4c3)CC2)cc1,-4%,-13%,9,2%,7,7%,7%,i,-6%,PMK inhibit pilot replicates=2.0;Spn MK inh pilot replicates=0.0;Spn DPM-DC inh pilot screen %=0.5
CSc1nsc(SCC(=O)NC2CCCCC2)n1,2%,-11%,10,-13%,11,8%,1%,i,-6%,

# The last 3 records of the part before are carried over, then new ones follow.
SMILES,LYP phosphatase,HPDE-C7K KRASV12,PMK inhibit,Bfl-1 inhibitors,Spn MK inh,TNAP inhibition,HT1080 viability,Spn DPM-DC inh,HPDE-C7 viability,others
CCOC(=O)c1ccc(NC(=O)CN2C(=O)CSC2=O)cc1,.,4%,15,-4%,7,-4%,-7%,i,-6%,
COc1ccc(N2CCN(C(=O)COc3ccc4ccccc4c3)CC2)cc1,-4%,-13%,9,2%,7,7%,7%,i,-6%,PMK inhibit pilot replicates=2.0;Spn MK inh pilot replicates=0.0;Spn DPM-DC inh pilot screen %=0.5
CSc1nsc(SCC(=O)NC2CCCCC2)n1,2%,-11%,10,-13%,11,8%,1%,i,-6%,
NC(=O)CCCC1=NS(=O)(=O)c2ccccc2N1,.,2%,0,-6%,5,5%,-3%,i,-2%,
COc1ccc(N2CCN(C(CNC(=O)c3ccc4c(c3)OCO4)c3cccnc3)CC2)cc1 (stereo unspecified),3%,9%,13,0%,1,5%,0%,i,4%,
CCOC(=O)CNC(=O)COc1ccc(Cl)cc1Br,4%,24%,1,-5%,6,9%,7%,i,23%,
N#Cc1cccc(C(c2nnnn2CCc2ccccc2)N2CCN(C3CCCCC3)CC2)c1 (stereo unspecified),6%,8%,10,-6%,6,8%,4%,i,0%,
COc1ccccc1C1(O)CC2CCC(C1)N2S(=O)(=O)c1ccc(C(C)=O)cc1 (stereo unspecified),0%,20%,19,-7%,2,13%,8%,i,8%,
CCOC(=O)c1cncc(NC(=O)c2ccccc2)c1,-30%,-3%,16,1%,8,4%,5%,+,-9%,
N=C1C(c2ccc(Br)cc2)=C(O)C2CCc3ccccc3N12 (stereo unspecified),8%,4%,10,-4%,9,1%,6%,i,4%,
CCOC(=O)c1ccc(CSc2nnc(-c3ccncc3)n2N)cc1,11%,-2%,5,-13%,15,7%,6%,i,-2%,
COc1ccc(CNC(=O)C2CCN(S(=O)(=O)c3ccc(-c4nn[nH]n4)cc3)CC2)cc1,-1%,9%,8,-1%,0,9%,22%,i,-3%,
CCOC(=O)N1CCN(C(=O)CSc2nnc(Cc3cccn3C)n2CCc2ccccc2)CC1,-6%,-8%,4,6%,11,10%,0%,i,-10%,
CC(=O)Nc1ccc(S(=O)(=O)NCc2cn3c(C)csc3n2)cc1,.,1%,5,0%,6,22%,3%,i,10%,PMK inhibit pilot replicates=5.5;Spn MK inh pilot replicates=0.0;Spn DPM-DC inh pilot screen %=0.0
Cc1nc2ncnn2c(C)c1CCC(=O)N1CCN(c2ccccn2)CC1,13%,-8%,10,4%,5,6%,10%,i,-7%,
O=C(CSc1ncn[nH]1)NCCCc1ccccc1,4%,4%,13,2%,6,49%,-1%,i,4%,
CC1CCN(c2oc(Cc3cccc4ccccc34)nc2C#N)CC1,.,-7%,5,5%,12,14%,-10%,i,-8%,
COc1ccccc1Cn1nnc2c(=O)[nH]c(C3CCN(C(=O)c4ccc(F)cc4)CC3)nc21,0%,16%,12,-1%,0,7%,6%,i,12%,
Cc1cccc(N(CC(=O)NCc2ccc3c(c2)OCO3)C(=O)CCC(=O)Nc2ccccn2)c1,1%,-10%,9,1%,6,3%,0%,i,-4%,
CCOc1ccc2nc(NC(=O)CSc3nc4c(c(=O)n(C)c(=O)n4C)n3C(C)C)sc2c1,9%,10%,14,-7%,11,19%,-23%,i,-7%,
O=C(NCC1CCCO1)C1CCC(CNS(=O)(=O)c2ccccc2)CC1 (stereo unspecified),0%,22%,17,8%,4,10%,-8%,i,14%,PMK inhibit pilot replicates=5.0;Spn MK inh pilot replicates=4.5;Spn DPM-DC inh pilot screen %=0.0
CCCS(=O)(=O)c1c(S(=O)(=O)CCC)c2cnccn2c1C(=O)c1ccc(F)cc1,5%,3%,23,-6%,0,11%,31%,i,5%,
CCOC(=O)c1ccc(NC(=O)CN2CCN(CCN=CC3=C(O)CC(C)(C)CC3=O)CC2)cc1,-2%,2%,13,-3%,7,2%,1%,i,0%,
COc1ccc(CNc2ccc(C(=O)O)cc2)cc1,-3%,-7%,10,5%,0,22%,0%,i,-29%,PMK inhibit pilot replicates=4.0;Spn MK inh pilot replicates=1.5;Spn DPM-DC inh pilot screen %=4.0
O=C(NCCN1CCN(C(=O)c2cccs2)CC1)c1cccs1,-4%,7%,0,-3%,9,-1%,-6%,i,4%,
COc1ccc(N2C(=O)CC(N3CCC(C(N)=O)CC3)C2=O)cc1 (stereo unspecified),1%,-14%,2,2%,13,7%,0%,i,-9%,
COc1ccccc1-n1cnc2cc(NCc3ccco3)ccc21,.,66%*,5,-4%,4,6%,60%*,i,64%*,
CC1(C)Nc2ccccc2N(CC(=O)N2CCCCC2)C1=O,.,-12%,3,11%,7,-1%,-6%,i,-6%,
# Other results follow:
SMILES,LYP phosphatase,HPDE-C7K KRASV12,PMK inhibit,Bfl-1 inhibitors,Spn MK inh,TNAP inhibition,HT1080 viability,Spn DPM-DC inh,HPDE-C7 viability,others
COC(=O)C1Cc2c([nH]c3ccccc23)CN1 (stereo unspecified),-7%,-30%,13,-8%,6,9%,4%,i,-23%,
CC1(C)C2CCC1(C)C(OC(=O)CC(=O)O)C2 (stereo unspecified),7%,-16%,4,-5%,1,16%,-19%,i,-18%,
Cc1cccc2cc(CN(CCN3CCOCC3)C(=O)Nc3ccccc3F)c(=O)[nH]c12,11%,-27%,0,-1%,0,3%,14%,i,-8%,
COC(=O)c1oc2ccc(Br)cc2c1NC(=O)CCCN1C(=O)c2ccccc2C1=O,7%,6%,0,3%,5,11%,1%,i,-14%,
c1ccc(COc2nsnc2N2CCOCC2)cc1,5%,0%,5,4%,12,5%,9%,i,-9%,
COc1cc(C2=NOC(C(=O)N3CCCCCC3)C2)cc(OC)c1OC (stereo unspecified),6%,-5%,13,-11%,0,18%,6%,i,-12%,
Cc1nnc(NC(=O)CSc2cn(CCNC(=O)c3ccccc3)c3ccccc23)s1,0%,6%,0,-2%,0,18%,-1%,i,-2%,PMK inhibit pilot replicates=0.0;Spn MK inh pilot replicates=0.5;Spn DPM-DC inh pilot screen %=0.0
O=C1Nc2ccc(S(=O)(=O)N3CCCC3)c3ccc(S(=O)(=O)N4CCCC4)c1c23,9%,13%,7,1%,3,10%,-13%,i,-6%,
CSC1=NCCN1C(=O)COc1ccc2ccccc2c1,4%,-2%,7,-9%,6,7%,0%,i,1%,
Cc1ccc2cc(C)c3nnc(SCC(=O)NCc4ccco4)n3c2c1,.,-2%,14,-1%,9,6%,11%,i,-1%,

# Bioassay records as filed in PubChem.
